TRHR ag: TRH receptor (human) agonism | AID 493084 | 360,000 tested, 0.18% active | P34981 | activation, % at 2 µM | TRHR cells, calcium flux fluo-8, FDSS agonist mode; further: 0% is about no effect
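Fluo-8-loaded TRHR cells; 10 s baseline, compound added, kinetic Ca2+ fluorescence read 1/s, agonist mode.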
RXFP1 antagonist: blocks the human relaxin receptor RXFP1. HEK293-RXFP1, relaxin-stimulated cAMP HTRF, 30 min; active compounds read low. activity change, negative = inhibition, % at 57.5 µM. 350,000 tested, 0.59% active. AID 1259400;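 active means activity change of -60% or lower, but not beyond a set lower limit; inconclusive means change between -60% and -40%, or beyond the set limit; inactive means change above -40%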; further: on the % scale 0 is the no-effect control and ±100 the full control effect
TRHR PAM: allosterically enhances the human TRH receptor; P34981; TRHR cells, fluo-8 calcium fluorescence, EC20 TRH enhancement; enhancement, % at 2 µM; 360,000 tested, 0.66% active; AID 493056; in the data active means enhancement above about 30%; further: 0% is about no effect
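Enhancer read-out: after compound pinning and an initial kinetic agonist-mode read, an EC20 of TRH (10 nM final) was injected and fluo-8 calcium signal (Ex 480/Em 530) followed at 1 s/cycle for 100 cycles in TRHR-expressing cells.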
D1 ag: human D1 receptor agonism; P21728; HEK293 T-REx D1 cells, calcium flux, agonist mode; activation, % at 2 µM; 360,000 tested, 1% active; AID 504660; further: 0% is about no effect
Target sequence (P21728 whole entry, looked up): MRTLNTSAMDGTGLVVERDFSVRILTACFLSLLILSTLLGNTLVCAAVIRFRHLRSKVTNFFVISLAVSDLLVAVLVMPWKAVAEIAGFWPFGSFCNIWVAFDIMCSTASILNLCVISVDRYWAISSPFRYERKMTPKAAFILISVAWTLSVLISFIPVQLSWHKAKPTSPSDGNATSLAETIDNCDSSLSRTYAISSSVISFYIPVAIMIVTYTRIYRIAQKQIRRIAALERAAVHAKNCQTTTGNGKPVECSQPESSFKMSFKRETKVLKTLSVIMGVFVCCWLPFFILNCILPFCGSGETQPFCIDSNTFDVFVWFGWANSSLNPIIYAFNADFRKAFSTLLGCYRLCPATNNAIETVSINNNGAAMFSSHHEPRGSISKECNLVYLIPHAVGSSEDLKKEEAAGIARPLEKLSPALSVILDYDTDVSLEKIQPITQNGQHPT
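Inducible HEK293 T-REx D1 cells, force-coupled to calcium signalling, were plated at 4000 cells/well with tetracycline and held overnight at 30 C. After no-wash calcium dye loading, compound-evoked calcium rise over 180 s flagged agonists.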
D1 potentiator: potentiators of human D1 dopamine receptor | P21728 | HEK293 TREx D1 cells, calcium flux, dopamine EC20 potentiation | potentiation, % at 10 µM | 360,000 tested, 0.036% active | AID 504651; in the data active means potentiation above about 30%; further: 0% is about no effect
D2 ag: agonists of human D2 dopamine receptor | HEK293 T-REx D2 cells, calcium flux agonist mode | activation, % at 2 µM | 340,000 tested, 0.53% active;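 active means activation over 3 SD above normal in the single-dose calcium agonist read, cut at about 30% in these data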; further: 0% is about no effect
Target sequence (P14416 whole entry, looked up): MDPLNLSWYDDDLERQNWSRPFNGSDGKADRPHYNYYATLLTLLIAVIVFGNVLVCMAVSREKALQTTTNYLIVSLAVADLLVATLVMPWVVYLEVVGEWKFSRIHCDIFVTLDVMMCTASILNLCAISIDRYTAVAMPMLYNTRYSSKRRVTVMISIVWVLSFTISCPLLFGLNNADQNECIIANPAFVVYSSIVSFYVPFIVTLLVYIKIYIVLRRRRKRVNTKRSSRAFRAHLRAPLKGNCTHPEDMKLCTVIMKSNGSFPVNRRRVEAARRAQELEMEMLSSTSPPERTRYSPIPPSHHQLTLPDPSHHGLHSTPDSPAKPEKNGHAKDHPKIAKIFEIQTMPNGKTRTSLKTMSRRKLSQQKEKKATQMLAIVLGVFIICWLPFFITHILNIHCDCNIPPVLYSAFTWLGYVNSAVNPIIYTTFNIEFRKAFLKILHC
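HEK293 Trex D2 cells, tetracycline-induced, o/n 30 C 5% CO2; no-wash Ca dye, RT 30–90 min; 10-cycle baseline, 23 nl cpd added, kinetic Ca read 180 s; agonist hits = positive Ca response.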
D2 potentiator: positive allosteric modulators of human D2 dopamine receptor | AID 485347 | P14416 | 340,000 tested, 0.34% active | HEK293 T-REx D2, calcium flux, EC20 dopamine potentiation | potentiation, % at 10 µM;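 active means potentiation over 3 SD above the plate norm, cut at about 30% in these data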; further: 0% is about no effect
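Calcium flux readout, no-wash dye, 1 read/s. Inducible HEK293 Trex D2 line, overnight 30 C. Compound alone 180 s (agonist flags), then EC20 dopamine, another 180 s to score potentiation.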
D1 antagonist: blocks dopamine activation of the human D1 receptor | 360,000 tested, 3.2% active | HEK293 TREx D1 cells, calcium flux, dopamine EC80; active compounds read low | P21728 | activity change, negative = inhibition, % at 10 µM; in the data active means activity change below about -30%; further: on the % scale 0 is the no-effect control and ±100 the full control effect
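Using tetracycline-induced force-coupled D1 Hek293 cells and a calcium dye, signals were followed for 180 s after compound, then for 180 s after EC80 dopamine, to detect inhibitors.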
D2 antagonist: antagonizes the human D2 dopamine receptor; inhibition, % at 10 µM; HEK293 TREx D2 cells, calcium flux, dopamine EC80; 340,000 tested, 2% active; AID 485344; P14416; in the data active means inhibition above about 30%; further: 0% is about no effect
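Dopamine at EC80 is the agonist stimulus; test compounds precede it by 180 s. Calcium flux read kinetically in a force-coupled, inducible HEK293 T-REx D2 cell line.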
* hit, by the source's call; ? = inconclusive; · = no result given; & = joins results of further samples. Unless noted, no stated cut-off is given here; in the data, active means activation above about 30%; inactive means the rest. Compounds as they come; any-hit rate near 7.1%.

The line under a structure holds: TRHR ag	RXFP1 antagonist	TRHR PAM	D1 ag	D1 potentiator	D2 ag	D2 potentiator	D1 antagonist	D2 antagonist
CCOC(=O)c1c(NC(=O)COc2ccc(Br)cc2)sc(C(C)=O)c1C
 : 0.5	-6.1	-7.2	2.3	1.4	1.5	9.7	8.3	·
CC1CCN(c2cc(C#N)c(C#N)cc2[N+](=O)[O-])CC1
 : -0.2	-9.3	6.3	0.5	-2.5	0.6	0.5	20.1	-2.3
CC1CC(C)CN(C(=O)C(C)N2CCN(S(=O)(=O)c3cccs3)CC2)C1 (stereo not drawn)
 : 0.3	-10.1	4.9	1.0	1.9	0.3	3.5	1.0	-15.3
CCOC(=O)[C@H]1[C@H]2COc3ccc(Br)cc3[C@@H]2N2C(=O)c3cc(Br)ccc3NC(=O)[C@@]12C
 : 0.8	·	-2.5	7.4	6.2	0.2	-9.2	-11.6	-10.9
O=S(=O)(NCC(c1ccco1)N1CCOCC1)c1ccc(F)cc1 (stereo not drawn)
 : 0.2	·	2.1	0.5	-1.4	-1.1	-0.3	·	·
CC(C)CSc1n[nH]c(=S)s1
 : -0.1	-17.1	-1.3	1.4	-10.8	4.4	-3.3	-0.9	5.6
CCOC(=O)c1c(NC(=S)NC(=O)c2ccc(Cn3cc(Cl)cn3)o2)sc2c1CCCCC2
 : 0.0	4.1	8.6	1.8	7.0	0.6	-1.2	2.5	-5.1
COc1ccc(NS(=O)(=O)c2cc(NC(=O)c3cccc(OCc4c(C)noc4C)c3)ccc2OC)cc1
 : 0.5	-12.7	3.2	12.3	-2.5	0.9	-2.2	11.3	-7.3
CC1Cc2ccccc2N1C(=O)Cc1cccs1 (stereo not drawn)
 : -0.5	-4.8	1.5	-0.1	-1.9	0.7	-3.2	-18.1	-8.3
COc1cc(CN2CCCC(CCC(=O)NCc3ccc(C)o3)C2)cc2c1OCO2 (stereo not drawn)
 : 0.0	-4.4	-0.4	1.7	-3.5	1.9	-26.4	4.7	-47.8

Pulled one by one from the entries so far, 2 records:
The line under a structure holds: TRHR ag	RXFP1 antagonist	TRHR PAM	D1 ag	D1 potentiator	D2 ag	D2 potentiator	D1 antagonist	D2 antagonist
COc1cc(CN2CCCC(CCC(=O)NCc3ccc(C)o3)C2)cc2c1OCO2 (stereo not drawn)
 : 0.0	-4.4	-0.4	1.7	-3.5	1.9	-26.4	4.7	-47.8
CCOC(=O)c1c(NC(=S)NC(=O)c2ccc(Cn3cc(Cl)cn3)o2)sc2c1CCCCC2
 : 0.0	4.1	8.6	1.8	7.0	0.6	-1.2	2.5	-5.1

(more compounds)
The line under a structure holds: TRHR ag	RXFP1 antagonist	TRHR PAM	D1 ag	D1 potentiator	D2 ag	D2 potentiator	D1 antagonist	D2 antagonist
Cc1cc(C)c2oc(C(=O)Nc3ccc(S(=O)(=O)Nc4nccc(C)n4)cc3)cc(=O)c2c1
 : -0.4&-0.4	7.4&-5.2	1.9&6.8	2.9&4.5	-4.8&1.0	0.6	-2.3&7.0	0.2&-11.2	-18.7
Cn1c(S(=O)(=O)O)nc2ccccc21
 : 0.2	-15.6	0.7	2.9	2.1	0.7	0.8	-0.8	7.3
CC(C)CC(=O)Nc1ccccc1N1CCN(c2ccc(F)cc2)CC1
 : 0.0	-9.8	-1.5	-0.7	1.7	-0.1	-4.9	-0.7	2.8
COc1cc(/C=N/NC(=O)Cn2cnc3c2c(=O)n(C)c(=O)n3C)cc(OC)c1OC
 : 0.6	-6.3	2.9	0.2	-3.3	0.6	8.8	-5.6	-8.2
O=C(OC1CCN(c2ccc([N+](=O)[O-])cc2)CC1)c1ccccc1
 : 0.1	-8.3	-6.4	7.1	-7.8	0.2	-8.6	-16.6	7.3
CC(CNC(=O)c1ccc(NC2=NC3CS(=O)(=O)CC3S2)cc1)c1ccccc1 (stereo not drawn)
 : 0.5	-1.7	15.4	3.5	-7.7	0.3	3.1	19.5	16.6
c1ccc(-n2c(-c3ccco3)nnc2N2CCOCC2)cc1
 : 0.3	11.7	2.8	-0.1	-3.0	0.7	0.6	-5.2	-16.2
COCCNC(=O)/C(C#N)=C/c1ccc(-c2ccc(OC)cc2[N+](=O)[O-])o1
 : -1.1	-3.2	2.2	1.6	-2.6	0.4	8.2	2.4	-8.0
CCOC(=O)C(C)n1nc(C)c2sc3ccccc3c2c1=O (stereo not drawn)
 : -1.7	-22.9	13.3	3.7	-2.5	-3.1	9.5	31.9	8.8
CC(=O)N(Cc1cc(=O)[nH]c2ccccc12)c1ccccc1
 : -0.1	-1.6	8.6	2.2	-7.6	-0.1	-5.5	11.7	19.2

The list goes on.
The line under a structure holds: TRHR ag	RXFP1 antagonist	TRHR PAM	D1 ag	D1 potentiator	D2 ag	D2 potentiator	D1 antagonist	D2 antagonist
COc1cc(/C=N/NC(=O)Cn2nc([N+](=O)[O-])cc2C)cc(Br)c1OCc1ccccc1
 : 0.4	5.3	2.6	-1.0	-0.8	0.2	6.8	·	-3.7
O=C(CN1CCC(C(=O)c2ccc3c(c2)OCCO3)CC1)NCc1ccc(F)cc1
 : 1.9	-32.7	1.6	4.5	-8.6	0.7	-2.9	-0.5	-20.6
COc1ccc(/C=C/C(=O)c2ccc(C)c([N+](=O)[O-])c2)cc1O
 : 0.1	?	2.3	4.7	0.7	1.6	14.8	-3.3	-2.5
C=CCn1c(=NC(=O)c2ccc(S(=O)(=O)N3CCCC3)cc2)sc2cc(NC(C)=O)ccc21
 : -0.7	·	-0.6	4.2	7.3	-0.9	7.5	34.6	9.3
O=C(O)CCc1cccnc1
 : 0.9	-2.6	-2.9	2.3	-2.8	0.7	-27.7	-5.8	10.5
CCOc1ccc(OCc2cccc(C(=O)N3CCOCC3)c2)cc1
 : -0.1	·	7.3	1.2	-11.9	1.1	·	-2.5	3.6
CCOc1cc(C2C(C(=O)OC)=C(C)NC3=C2C(=O)c2ccccc23)cc(Cl)c1O (stereo not drawn)
 : -0.3	-6.1	2.3	2.5	1.3	-2.0	6.0	10.6	·
O=C(OCCN1CCCC1)C1(c2ccccc2)CCCC1
 : 2.0	·	3.8	3.6	1.2	2.1	-17.6	-11.7	16.8
Cc1ccc(C(=O)NC(=S)N2CCN(C(=O)OC(C)(C)C)CC2)cc1Br
 : -0.4	3.7	2.9	0.7	-0.9	0.1	2.9	12.5	-9.5
O=C(c1ccccc1Cl)n1nc(-c2cccnc2)nc1NCc1ccc(F)cc1
 : 3.3	-11.9	-5.4	9.0	-3.5	0.1	-4.6	-0.9	·

Going on with the list:
The line under a structure holds: TRHR ag	RXFP1 antagonist	TRHR PAM	D1 ag	D1 potentiator	D2 ag	D2 potentiator	D1 antagonist	D2 antagonist
CCC(CC)NC(=O)CCc1nc2ccccc2c(=O)[nH]1
 : 0.8	2.5	-3.0	-0.3	1.1	-0.1	0.1	·	3.6
COc1ccc(-c2csc3ncnc(N4CCN(c5cccc(C)c5C)CC4)c23)cc1
 : -0.7	-7.1	-5.0	3.8	-3.4	-0.2	1.1	8.3	-3.1
O=C(Nc1ccccc1N1CCCC1)c1cc(Cl)ccc1Cl
 : -0.4	-7.4	-7.7	-0.4	-4.8	-0.3	-0.1	-5.1	-5.8
COCCCN(CC(=O)O)S(=O)(=O)c1cccc(Cl)c1
 : 0.5	-4.9	6.0	4.4	3.6	5.1	3.5	0.2	18.5
O=C(NCCN1CCCCCC1)C1CCC(CNS(=O)(=O)c2cccc3cccnc23)CC1 (stereo not drawn)
 : 0.6	·	-0.8	0.3	-7.0	-0.4	-2.8	-13.0	1.1
CCCC(=O)NCCc1cc2ccc(OC)cc2[nH]c1=O
 : 0.6	-13.4	2.9	3.0	0.5	0.2	-0.4	5.2	3.6
CCCCOc1ccccc1NC(=O)c1ccco1
 : -0.8	-15.5	-1.7	2.4	3.4	·	·	9.7	·
Cn1ncc(Cl)c1C(=O)N1CCC(Cc2ccccc2)CC1
 : -0.4	6.3	-1.7	5.0	-7.2	-0.2	-7.9	0.0	-15.1
CCOc1ccc2c(=O)c(-c3ccc4c(c3)OCCCO4)c(C)oc2c1
 : 0.5	10.4	-5.0	6.5	-2.2	-0.3	9.7	1.0	8.1
COc1ccccc1OCC(=O)N1CC2(C)CC1CC(C)(C)C2 (stereo not drawn)
 : -0.2	-11.7	-2.7	-2.4	-1.0	0.0	7.6	·	-4.0

(listing goes on)
The line under a structure holds: TRHR ag	RXFP1 antagonist	TRHR PAM	D1 ag	D1 potentiator	D2 ag	D2 potentiator	D1 antagonist	D2 antagonist
Cc1coc2cc3oc(=O)c(CC(=O)NCc4ccc(F)cc4)c(C)c3cc12
 : -0.1	-8.6	-3.3	1.0	-1.4	·	7.0	-6.5	·
COc1ccc(OC)c(S(=O)(=O)Nc2cc3c4c(c2)C(C)C(=O)N4CCC3)c1 (stereo not drawn)
 : 0.3	-18.1	-1.9	2.5	-4.0	0.2	-3.4	6.1	7.8
Cc1ccc(C2(c3noc(CN4CCC(c5ccncc5)CC4)n3)CCCC2)cc1
 : -1.3	-27.1	3.4	4.0	5.8	-1.5	4.1	-23.2	-18.4
COc1ccc(CN2CCNC(=O)C2CC(=O)NC2CCCC2)c(C)c1C (stereo not drawn)
 : 0.4	0.9	-1.6	2.2	0.8	-0.2	4.3	13.9	-1.5
Cc1cccc(OCCCC(=O)N2CCCc3ccccc32)c1C
 : 0.8	-3.3	-3.2	2.3	-5.5	0.8	-3.5	-6.3	27.1
Cn1c(CSc2nc3ccccc3s2)nnc1SCC(=O)NCCN1CCOCC1
 : 0.6	1.8	-2.0	0.5	-2.8	0.3	-0.1	1.6	15.1
CCn1ccc2cc(S(=O)(=O)N3CCCN(C(=O)Nc4ccc(C)c(F)c4)CC3)ccc21
 : -0.4	·	-8.5	2.4	-3.4	-1.0	-15.7	-30.6*	·
Cn1c(=O)oc2cc(S(=O)(=O)NCCCN3CCCC3=O)ccc21
 : 0.7	-4.2	1.1	1.9	-8.8	0.9	-3.3	1.9	4.1
O=C(NCCC1=CCCCC1)c1ccc2c(c1)N(Cc1ccccc1)C(=O)c1ccccc1S2=O (stereo not drawn)
 : 1.8	·	-2.9	7.9	-0.5	·	-5.9	3.8	·
Cc1cccc(C(C)C)c1NC(=O)CN1C(=O)NC(Cc2ccccc2)C1=O (stereo not drawn)
 : -0.3	-0.5	6.5	4.0	-6.5	·	·	3.8	·
CC/C(C)=N/Nc1cccc([N+](=O)[O-])c1
 : 0.9	-2.7	-8.5	2.5	-9.1	-0.4	-7.9	-20.4	25.5
Cc1noc(C)c1COC(=O)c1ccc(S(=O)(=O)N2CCCCC2)cc1
 : -0.6	7.6	11.4	5.4	-1.5	2.1	1.8	6.7	-9.7
COc1ccc(C(=O)Nc2ccccc2C(=O)N2CCN(c3ccccc3)CC2)cc1
 : -0.9	-2.9	-1.1	2.5	-0.8	-0.8	-3.9	-4.7	-2.0

Screening results (PubChem BioAssay)
